# 14-3-3 Bad inh – disrupts binding of bovine 14-3-3 zeta to phospho-Bad peptide | TR-FRET 14-3-3zeta/Dy647-pBad peptide displacement, 1 h | inhibition, % at 21.7 µM | hit rate 0.71% among 220,000 | AID 781;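 active = inhibition above about 70%, limit read from the data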;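 note: 0% = full 14-3-3 plus peptide FRET controls and 100% = background without 14-3-3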
# Target sequence (P63103 whole entry, looked up): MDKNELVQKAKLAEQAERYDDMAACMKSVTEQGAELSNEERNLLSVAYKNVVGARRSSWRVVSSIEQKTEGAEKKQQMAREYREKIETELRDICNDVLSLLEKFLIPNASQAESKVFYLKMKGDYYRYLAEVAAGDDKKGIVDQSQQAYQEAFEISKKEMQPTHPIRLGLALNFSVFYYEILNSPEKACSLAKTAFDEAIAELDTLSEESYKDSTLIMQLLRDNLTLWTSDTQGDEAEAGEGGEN
# EBV gp42 block – blocks Epstein-Barr virus glycoprotein 42 binding. inhibition, % (tested at 21.74 µM). Fluorescence polarization binding assay, mP read-out. Q1HVG2. AID 1085. hit rate 0.42% among 220,000; in the data active = inhibition above about 50%
# Target sequence (Q1HVG2 whole entry, looked up): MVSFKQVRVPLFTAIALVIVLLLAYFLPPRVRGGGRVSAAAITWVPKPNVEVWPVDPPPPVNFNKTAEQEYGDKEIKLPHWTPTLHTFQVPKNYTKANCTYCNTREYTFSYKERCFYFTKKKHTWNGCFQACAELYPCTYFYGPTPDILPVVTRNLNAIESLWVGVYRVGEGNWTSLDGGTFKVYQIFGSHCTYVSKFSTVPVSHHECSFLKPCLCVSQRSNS
# MDM2 E3 inh – inhibitors of human Mdm2 E3 ubiquitin ligase; signal enhancement, % at 5 µM; Q00987; cell-based MDM2 ubiquitination luciferase reporter, 2 h; 0 = plate control, 100 = twice control, blank-subtracted; hit rate 0.11% among 210,000;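 active = signal enhancement of 30% or more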;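 note: luminescence tracks abundance of the self-degrading MDM2-luciferase fusion protein; higher signal means inhibition of MDM2 E3 ligase activity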
#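 System: stable MDM2–luciferase fusion reporter cells / Input: 2000 cells seeded into each well / Schedule: 4 h settle plus 2 h compound, 37 °C / Compound: single-point 5 µM / Buffer or medium: cells held in DMEM / Benchmarks: control and blank well means / Evaluation: percent signal gain over controls, blank-subtracted / Measured by: luciferase luminescence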
# Hck-Nef inh – blocks Nef-activated human Hck kinase. hit rate 0.68% among 220,000. P08631. inhibition, % at 20 µM. AID 463187. Recombinant Hck-YEEI plus Nef, Z-Lyte FRET kinase assay;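 active = Hck-Nef kinase inhibition above about 50%, limit read from the data; inactive = inhibition below that limit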;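 note: 0% = DMSO with Hck plus Nef and 100% = Hck alone without Nef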
# Target sequence (P08631 whole entry, looked up): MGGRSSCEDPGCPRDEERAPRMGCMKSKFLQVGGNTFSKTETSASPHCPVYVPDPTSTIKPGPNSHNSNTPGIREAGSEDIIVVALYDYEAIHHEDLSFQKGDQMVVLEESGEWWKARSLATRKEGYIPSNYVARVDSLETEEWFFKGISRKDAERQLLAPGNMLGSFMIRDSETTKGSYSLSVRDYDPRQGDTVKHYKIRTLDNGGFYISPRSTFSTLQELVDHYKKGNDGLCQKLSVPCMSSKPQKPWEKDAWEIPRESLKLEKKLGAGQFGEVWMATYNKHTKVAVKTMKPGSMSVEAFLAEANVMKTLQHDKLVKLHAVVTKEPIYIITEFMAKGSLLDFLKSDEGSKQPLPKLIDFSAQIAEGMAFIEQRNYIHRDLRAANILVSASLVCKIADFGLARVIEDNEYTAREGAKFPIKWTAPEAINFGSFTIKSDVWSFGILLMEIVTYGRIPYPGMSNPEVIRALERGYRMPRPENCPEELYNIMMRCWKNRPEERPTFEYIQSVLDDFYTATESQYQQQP
# zVAD death inh – L929 zVAD cell death inhibition; L929 zVAD necroptosis rescue, ATP luminescence, 24 h; with zVAD 60 µM; viability rescue, % at 10 µM; hit rate 0.38% among 220,000;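 active = activation, scaled between plate controls, above about 75%, limit read from the data; inactive = activation under that limit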;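 note: 0% = zVAD with DMSO and 100% = DMSO alone without zVAD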
# Runt-SMMHC FRET – blocks binding of human RUNX1 Runt domain to CBFb-SMMHC; Q01196+Q13951; Cerulean-Runt/Venus-CBFb-SMMHC FRET ratio 530/480, 1 h; inhibition, % at 20 µM; hit rate 0.74% among 220,000;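 active = mean inhibition across duplicate retests at 20 µM reaching about 50%, limit read from the data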;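 note: 0% = DMSO wells and 100% = wells with excess untagged CBFb-SMMHC; inhibitors lower the FRET ratio by blocking Runt binding to CBFb-SMMHC; some results filed as inactive read as strong as hits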
# Runt-CBFb FRET – Runt domain-CBFb interaction inhibition. Cerulean-Runt/Venus-CBFb FRET ratio 530/480, 1 h. inhibition, % at 20 µM. hit rate 0.46% among 220,000;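 active = inhibition over about 50% at 20 µM in the single-dose screen, limit read from the data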;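 note: 0% = DMSO wells and 100% = excess unlabeled CBFb competitor control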
#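 Schedule: protein complex preformed 1 h, compound exposure 1 h, room temperature, dark; test system: Cerulean-labeled Runt domain protein; amount: 100 nM per protein; buffer or medium: Tris 50 mM pH 7.5, KCl, K2SO4, 0.01% BSA; read-out: loss of energy transfer signal; detection: FRET fluorescence; controls: 5 µM unlabeled CBFb as full-inhibition high control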
# p47phox inh – inhibitors of human p47phox binding; p47phox/p22phox peptide binding, fluorescence polarization, 2 h; inhibition, % at 24.7 µM; hit rate 0.53% among 220,000;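 active = inhibition above about 30%, limit read from the data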;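 note: 0% = p47phox with labelled peptide and 100% = labelled peptide alone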
# TbHK1 inh – T. brucei hexokinase 1 inhibition. recombinant TbHK1, G6PDH-coupled NADH A340. AID 1430. inhibition, % at 10 µM. hit rate 0.11% among 220,000;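 active = inhibition of 50% or more in the single-dose primary screen; inactive = inhibition below 50%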
# Starred values were filed as active, the others as inactive; x = not tested or not shown; [ ] = remark or other dose.
SMILES,14-3-3 Bad inh,EBV gp42 block,MDM2 E3 inh,Hck-Nef inh,zVAD death inh,Runt-SMMHC FRET,Runt-CBFb FRET,p47phox inh,TbHK1 inh
Cc1csc2ncc(C(=O)NCCc3ccccc3)c(=O)n12,6.4,-13.0,0.3,1.6,1.9,-1.7,1.2,5.8,-39.2
CCOC(=O)C1CCN(Cc2nc3ccccc3c(=O)n2-c2ccc(OCC)cc2)CC1,7.5,0.8,-7.8,1.2,-0.4,3.6,-5.2,-3.7,-4.7
Cn1nc(-c2ccc(OCC(=O)Nc3cccnc3)cc2)c2ccccc2c1=O,-2.1,-12.0,-19.1,-0.3,0.6,-4.0,1.6,-4.2,6.9
COc1ccnc(N=CNOCc2ccc(F)cc2Cl)c1C#N,0.7,2.1,-24.9,-26.0,0.6,-5.3,-0.8,0.5,3.4
COC(=O)c1ccc(OC(=O)c2ccccc2F)cc1,-20.6[fluorescence artefact?],6.6,1.7,6.3,-0.2,-0.4,1.9,-1.1,6.4
Cc1ccc(C(=O)CSc2nnc(-c3ccco3)n2CC2CCCO2)cc1 (stereo not given),-0.9,-7.7,-6.8,-0.1,0.4,6.8,5.3,-7.3,-7.5
CN1CCN(/N=C/c2nc(-c3cccc([N+](=O)[O-])c3)n3ccccc23)CC1,-16.5,3.0,-9.6,0.6,0.4,-5.5,2.7,4.9,-27.8
CCn1c2ccccc2c(=O)c2ccccc21,9.4,-19.4,-18.0,141.8*,79.6*,91.1*,19.7,-15.6,10.6
Cc1ccc2[nH]c3c(NCCN4CCOCC4)ncnc3c2c1,4.1[fluorescence artefact?],-2.5,-22.9,-1.1,6.8,0.6,-1.0,-10.9,-8.2
O=C(Nc1nc2ccsc2c(=O)s1)c1ccc(F)cc1Cl,-1.6,-11.1,-32.1,11.3,0.1,1.8,0.9,-8.9,8.1
COc1ccc(C(=O)NCC(=O)OCC(=O)Nc2ccc(C)c(S(=O)(=O)N(C)C)c2)cc1OC,2.6,-13.2,x,16.0,0.3,2.2,1.0,-4.3,-10.8
O=C(CN1c2cccc3cccc(c23)S1(=O)=O)Nc1cccc(S(=O)(=O)N2CCOCC2)c1,-11.6,-26.8,-5.8,1.9,0.4,-2.0,5.3,-62.3,-8.3
CC(C)[C@H](NC(=O)c1ccco1)C(=O)OCC(=O)NC12CC3CC(CC(C3)C1)C2,-2.0,-15.6,-1.3,22.1,1.9,-4.4,-1.7,-7.5,0.3
CC(=O)n1cc(N(C(=O)CCl)c2ccc(C)cc2)c2ccccc21,3.0,-14.4,-13.1,20.6,59.8,0.3,2.9,3.8,-4.1
NC(=O)NC(=O)COC(=O)CNS(=O)(=O)c1ccc(F)c(F)c1F,-8.4,-5.5,-12.9,-5.3,-0.2,0.6,-0.2,-10.6,-5.9
CSC1=NNC(c2ccc(C(C)(C)C)cc2)=NN1,-1.4,-19.6,-10.4,14.2,0.9,1.9,1.1,-11.8,0.7
C=C(C)CN1C(=O)C(=O)N(CC(=C)C)C1=O,2.5,-11.9,1.6,20.0,0.1,-0.6,-0.7,-8.7,-4.3
Cc1cc(=O)[nH]c(SCc2cccc3cccnc23)n1,-4.3,-10.9,-0.3,13.3,1.9,1.2,0.3,0.6,-2.7
CCOC(=O)C1=C(c2ccccc2)NC(=S)NC1c1ccc(C)c([N+](=O)[O-])c1 (stereo not given),-14.0,-28.8,-3.6,2.0,0.9,2.8,-0.4,-6.3,36.5
Cn1c(CSCc2ccc(F)cc2)nnc1SCC(=O)N1CCN(c2ccccc2)CC1,-15.1,-15.8,-4.7,2.1,-0.3,-0.8,-2.9,-13.4,-6.8
CCOC(=O)C1(Cc2ccccc2Cl)CCN(C(=O)CCn2ccnc2C)CC1,8.7,2.4,-5.2,12.6,-1.6,-1.1,0.6,3.0,8.3
O=c1c2c(-c3ccc([N+](=O)[O-])cc3)csc2nc2n1CCCCC2,5.0,2.8,1.0,17.5,0.6,x,x,-3.4,-5.3
COCCCNC(=O)CN(c1cccc(Cl)c1)S(C)(=O)=O,-2.0,-13.4,-2.4,-0.3,0.6,4.8,1.6,-6.2,0.8
CC(C)=C1C2CCC1C1C(=O)N(c3nc(-c4ccc(C(C)C)cc4)c(C)s3)C(=O)C21 (stereo not given),2.0,-12.7,-9.2,-0.1,0.2,2.5,-1.3,-16.9,7.8
CC1CCCN(c2ccc(C(=O)Nc3ccc4c(c3)OCO4)cc2[N+](=O)[O-])C1 (stereo not given),-9.1,-10.7,2.8,0.3,2.0,-0.4,-0.6,-7.6,20.2
CN1C=CC(=C2C(=O)c3ccccc3C2=O)C=C1,2.1,-3.3,5.5,0.2,5.2,-5.6,-3.7,-11.4,-4.4
O=C1NCCN(Cc2ccc(-c3ccccc3)cc2)C1CC(=O)N1CCN(CCO)CC1 (stereo not given),-7.2,4.9,3.1,20.3,-0.6,4.9,2.4,-4.9,0.7
CCN(CC)S(=O)(=O)c1cccc(-c2nnc(SC(C)C(=O)NCCC3=CCCCC3)o2)c1 (stereo not given),-10.6,-15.6,-4.5,1.9,-0.6,x,x,-0.3,4.3
O=C(CN1C(=O)C(=O)N(Cc2ccccc2)C1=O)Nc1cc(Cl)cc(Cl)c1,-8.0,-9.1,-3.3,2.8,0.5,4.7,0.4,-14.2,-8.3
Cn1cccc1/C=N/NC(=O)c1ccncc1,-10.1,-1.9,-8.0,3.9,0.6,-1.2,-1.7,7.2,-66.6
COc1cccc(-c2noc(C3CCCN(C(=O)Cc4ccccc4)C3)n2)c1 (stereo not given),-5.3,0.9,8.0,3.5,-0.6,1.1,-1.1,-9.4,0.5
O=C(NCC1COc2ccccc2O1)c1ccc(NC(=O)C2CCCO2)cc1 (stereo not given),-1.8,-10.7,-11.2,-1.1,10.1,1.0,0.7,1.1,-2.0
O=C(COC(=O)C1CCCCC1)Nc1ccc(S(=O)(=O)N2CCOCC2)cc1,-2.4,3.7,-4.7,15.5,1.5,0.1,0.8,-0.8,-3.5
CC(NC(=O)OC(C)(C)C)C(=O)NC(CCC(=O)OCc1ccccc1)C(N)=O (stereo not given),-15.7,-0.4,-11.2,-4.9,1.2,-0.4,x,-6.0,0.1
O=C(N/N=C/c1ccc([N+](=O)[O-])cc1)c1ccc2nc[nH]c2c1,-10.8,-20.3,-10.4,-0.8,0.0,-7.6,-1.7,-24.0,-45.2
Cc1nonc1N1CCN(Cc2cn[nH]c2-c2ccc(F)cc2F)CC1,-7.0,-5.2,0.0,15.9,2.1,0.4,-1.2,0.9,0.0

# Sorted by value in TbHK1 inh (falling): some entries from above.
Compound,TbHK1 inh
CC(NC(=O)OC(C)(C)C)C(=O)NC(CCC(=O)OCc1ccccc1)C(N)=O (stereo not given),0.1
O=C(COC(=O)C1CCCCC1)Nc1ccc(S(=O)(=O)N2CCOCC2)cc1,-3.5
CN1C=CC(=C2C(=O)c3ccccc3C2=O)C=C1,-4.4

# Single entries from the list:
# EBV gp42 block with CCOC(=O)C1(Cc2ccccc2Cl)CCN(C(=O)CCn2ccnc2C)CC1 is entered as 2.4
# Hck-Nef inh with Cn1nc(-c2ccc(OCC(=O)Nc3cccnc3)cc2)c2ccccc2c1=O is entered as -0.3
# MDM2 E3 inh with Cn1c(CSCc2ccc(F)cc2)nnc1SCC(=O)N1CCN(c2ccccc2)CC1 is entered as -4.7

# Remaining list, next part:
SMILES,14-3-3 Bad inh,EBV gp42 block,MDM2 E3 inh,Hck-Nef inh,zVAD death inh,Runt-SMMHC FRET,Runt-CBFb FRET,p47phox inh,TbHK1 inh
COc1ccc(C2(C(=O)NCC3CCCO3)CCOCC2)cc1 (stereo not given),-9.5,-3.2,-13.3,1.2,-0.8,1.9,1.1,-12.4,-1.9
C=CCn1c(SCc2c(C)noc2C)nc2sc(C)c(C)c2c1=O,-1.0,8.3,-10.8,1.3,-0.1,0.8,-7.8,-15.8,-12.1
CN1CCCC(OC(=O)c2cccc(S(=O)(=O)N3CCCCCC3)c2)C1 (stereo not given),-6.2,0.1,-7.8,11.2,0.1,-2.0,1.2,-2.1,8.0
COC(=O)C1SCC2C(=O)N(Cc3ccc(F)cc3)CC(=O)N21 (stereo not given),-4.9,-3.0,-7.1,0.7,2.7,-5.4,-0.8,-3.9,-0.8
O=C(NC(NNc1ccc([N+](=O)[O-])cc1)(C(F)(F)F)C(F)(F)F)c1ccc(Cl)cc1,2.9,23.0,-10.0,0.4,0.6,0.6,0.9,5.5,-7.0
CCCCCCC(=O)NCC(=O)OCC(=O)c1ccccc1,17.6,-39.8,-1.2,-9.6,2.1,3.3,-1.2,-6.3,-3.4
CC(=O)N1c2c(cc(Br)cc2S(=O)(=O)NCC2COc3ccccc3O2)CC1C (stereo not given),-6.0,-26.0,-16.9,-1.8,0.5,-1.9,1.0,-3.7,-2.7
COc1ccc(NC2=C(C(C)=O)C(c3ccc(OC)cc3)C(C(C)=O)C(C)(O)C2)cc1 (stereo not given),-11.1,-13.3,1.0,0.1,1.1,0.2,7.2,-3.8,-19.9
COc1cc(CNc2ccc(CNc3ncn[nH]3)cc2)ccc1OCC(=O)NC(C)(C)C,-1.9,5.0,-11.1,-53.3,1.3,4.4,-0.6,4.3,-0.9
Cn1c2ccccc2c(=O)c2c(=O)n(Cc3ccco3)c(-c3ccc(F)cc3)nc21,1.9,3.6,13.8,26.9,-0.2,3.5,29.5,-13.6,-9.8
CCNC(=O)COn1c(SCC(=O)NCC)nc2ccccc2c1=O,26.2,-3.6,-2.3,0.6,0.1,0.9,-1.8,0.8,4.2
Cc1c(NC(=O)/C(C#N)=C/c2ccc(-c3ccc(Cl)c(Cl)c3)o2)c(=O)n(-c2ccccc2)n1C,1.1[fluorescence artefact?],-13.4,-14.8,-0.3,0.6,-7.0,-11.6,-58.0,-7.0
CC(C)c1nc(-c2c(N)n(C)c(=O)n(C)c2=O)sc1C(=O)C(C)(C)C,-3.9[fluorescence artefact?],-12.5,-11.2,-0.1,-1.4,2.6,-4.1,-8.2,-4.1
C=CCN(CC=C)C(=S)Nc1ccccc1,-1.9,-8.1,-7.4,-1.7,-0.1,1.3,-0.2,1.7,2.8
N/C(=N\N=C\c1ccc2c(c1)OCO2)c1nonc1N,-2.0,-16.9,-24.2,4.5,x,0.9,-1.2,-7.6,-29.1
FC(F)(F)c1cc(C(F)(F)F)c2ccc(N3CCN(c4ccc(Cl)cc4)CC3)nc2n1,7.5[fluorescence artefact?],-17.5,-4.9,1.3,0.7,-26.2,x,-3.4,0.5
Cc1nc2ncnn2c(C)c1CCC(=O)NCCC1=CCCCC1,0.7,-11.3,3.1,-0.5,-0.3,-4.1,-0.4,-8.5,4.7
Cc1ccccc1C1=NC(C(F)(F)F)(C(F)(F)F)c2c(n(C)c(=O)n(C)c2=O)N1,-14.4,0.2,-3.2,0.1,0.5,1.9,-2.5,9.0,-22.8
COc1ccc(-c2csc(NC(=O)COc3ccc(N(C)S(=O)(=O)c4ccc(C)cc4)cc3)n2)cc1,-29.6,-22.4,-12.2,-2.6,2.0,-1.8,2.1,-38.8,17.2
NC(=O)CC[C@H](NC(=O)c1ccc(F)cc1)C(=O)OCC(=O)Nc1ccc(N2CCOCC2)cc1,-16.9,-11.3,-4.8,3.3,1.4,-0.9,-1.7,-8.9,4.6

# High-throughput results (PubChem)
